# BLM inh – inhibitors of human Bloom syndrome helicase BLM. AID 2528. P54132. recombinant BLM DNA unwinding, fluorescence dequenching. hit rate 0.2% among 350,000. Potency, µM (titrated, usually from 56.1 µM), for the others: at the top dose activity change, negative = inhibition, most hits filed as inhibitors;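 further: plate controls were vehicle for no effect and no enzyme for full effect; nearly all actives have a fitted effect of over 35% in size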
# Tb PGK inh – T. brucei PGK inhibition. Potency, µM (highest dose often 57.5 µM), for inactives: at the highest dose activity change, negative = inhibition, usual class: inhibitors. AID 602233. hit rate 0.043% among 380,000. PGK/GAPDH coupled, Kinase-Glo luminescence, 60 min. P07378; further: on the % scale 0 is the no-effect control and ±100 the full control effect; nearly all actives have a fitted effect of over 60% in size
#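 Luminescent ATP detection (Kinase-Glo Plus) follows a 60-minute room-temperature incubation, with wells lacking PGK as controls. Buffer: 100 mM TEA (pH 7.6), 5 mM MgCl2, 0.01% Tween-20. Coupling enzyme GAPDH (100 nM final) supplies unstable 1,3-BPG in-well.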
# GLS inhibitor – inhibitors of human glutaminase (GLS). O94925. AID 624170. GLS enzymatic activity, qHTS titration. hit rate 0.21% among 410,000. Potency, µM (series often up to 45.5 µM), inactives show at the top dose activity change, negative = inhibition, actives largely listed as inhibitors; further: on the % scale 0 is the no-effect control and ±100 the full control effect
# Target sequence (O94925 whole entry, looked up): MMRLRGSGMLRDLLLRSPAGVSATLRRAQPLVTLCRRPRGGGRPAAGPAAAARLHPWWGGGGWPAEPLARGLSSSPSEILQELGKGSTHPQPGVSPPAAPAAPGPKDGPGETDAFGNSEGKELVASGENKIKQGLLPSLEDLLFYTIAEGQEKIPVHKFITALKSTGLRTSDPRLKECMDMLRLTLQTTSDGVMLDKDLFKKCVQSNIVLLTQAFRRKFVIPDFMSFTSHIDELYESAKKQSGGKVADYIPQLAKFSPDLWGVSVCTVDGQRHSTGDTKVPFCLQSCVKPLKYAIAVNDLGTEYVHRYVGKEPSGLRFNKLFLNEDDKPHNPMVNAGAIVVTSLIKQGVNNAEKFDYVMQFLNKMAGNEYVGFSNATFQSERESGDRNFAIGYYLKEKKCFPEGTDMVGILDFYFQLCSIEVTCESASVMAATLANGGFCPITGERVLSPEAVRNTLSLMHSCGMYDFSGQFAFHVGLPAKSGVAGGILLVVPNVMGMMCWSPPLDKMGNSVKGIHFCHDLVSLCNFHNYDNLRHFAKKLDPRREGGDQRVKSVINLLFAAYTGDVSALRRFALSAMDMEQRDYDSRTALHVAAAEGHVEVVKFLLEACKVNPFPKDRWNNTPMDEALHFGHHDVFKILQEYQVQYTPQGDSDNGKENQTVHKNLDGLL
#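 Glutamate formation by hKGA was monitored fluorometrically using coupled glutamate oxidase, HRP and Amplex Red. Substrate was added as 1 mM L-glutamine solution; incubation was 30 min at RT after an initial read.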
# G9a inh – inhibitors of human histone lysine methyltransferase G9a; Q96KQ7; G9a H3K9 monomethylation, AlphaScreen, 2 h; Potency, µM (series often up to 102 µM), without a hit: at the highest dose activity, negative = inhibition, most hits filed as inhibitors; hit rate 8.8% among 350,000; AID 504332; further: on the % scale 0 is the no-effect control and ±100 the full control effect; nearly all actives have a fitted effect of over 75% in size
#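 Methyltransferase reactions run at room temperature for 2 h (20 nM enzyme, 500 nM biotin-H3K9 peptide, 20 uM SAM) after a 15 min compound preincubation; product detected by AlphaScreen beads and anti-H3K9me1 antibody.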
# HP1b binding inh – HP1-beta chromodomain-methylated histone interaction inhibition; P83916; AlphaScreen HP1-beta / biotin-H3K9me3 peptide binding; Potency, µM (series often up to 114 µM), inactives show at the highest dose activity change, negative = inhibition, usual class: inhibitors; hit rate 0.56% among 390,000; further: nearly all actives have a fitted effect of over 70% in size; inactives centre near 23
# Target sequence (P83916 whole entry, looked up): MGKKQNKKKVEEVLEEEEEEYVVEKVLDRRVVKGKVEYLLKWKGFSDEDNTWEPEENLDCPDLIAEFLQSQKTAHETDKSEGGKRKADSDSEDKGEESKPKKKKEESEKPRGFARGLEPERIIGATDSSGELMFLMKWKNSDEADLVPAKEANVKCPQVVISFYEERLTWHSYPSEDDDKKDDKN
#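 Compound inhibition of the preformed complex between 50 nM HP1-beta and 50 nM biotinylated H3K9me3 peptide was read by AlphaScreen. Buffer was PBS pH 7.4 with 0.01% Tween-20. Incubations ran 30 min at room temperature, with 10 ug/mL donor/acceptor beads.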
# Pin1 inh – blocks the human prolyl isomerase Pin1; Q13526; Pin1 FP peptide displacement, HiFluor488, 10 min; Potency, µM (highest dose often 115 µM), inactives show top-dose activity, negative = inhibition, usual class: inhibitors; hit rate 0.009% among 390,000; active means well fitted inhibition curve with a large enough effect in the polarisation, with a control signal flat, not every such curve was filed as active; inconclusive means small, poorly fitted or top-dose-only effect, or effect the other way, or a change in a side signal; inactive means no such curve, though single readings can be large or run the other way; the % refers to the polarisation; further: on the % scale 0 is the no-effect control and ±100 the full control effect
# Target sequence (Q13526 whole entry, looked up): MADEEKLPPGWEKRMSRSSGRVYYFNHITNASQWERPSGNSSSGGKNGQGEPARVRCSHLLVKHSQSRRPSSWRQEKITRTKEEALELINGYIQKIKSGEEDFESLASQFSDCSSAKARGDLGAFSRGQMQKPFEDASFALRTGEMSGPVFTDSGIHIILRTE
# JMJD2A Tudor – JMJD2A Tudor domain (human) inhibition. AlphaScreen JMJD2A-Tudor / H3K4me3 peptide binding. O75164. Potency, µM (top dose mostly 114 µM), for inactives: at the top dose activity change, negative = inhibition, usual class: inhibitors. hit rate 4.4% among 390,000. AID 504339; further: on the % scale 0 is the no-effect control and ±100 the full control effect; nearly all actives have a fitted effect of over 50% in size
# BAZ2B block – blocks human BAZ2B | Potency, µM (highest dose often 114 µM), for the others: top-dose activity change, negative = inhibition, usual class: inhibitors | hit rate 4.4% among 360,000 | Q9UIF8 | AlphaScreen BAZ2B-H3K14Ac peptide displacement; further: on the % scale 0 is the no-effect control and ±100 the full control effect; nearly all actives have a fitted effect of over 60% in size
#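 BAZ2B 50 nM plus b-H3(5-23)K14Ac 50 nM, PBS pH 7.4/0.01% Tween-20, 30 min RT; compound added (max 110 uM), 30 min RT; streptavidin donor/Ni-chelate acceptor beads 10 ug/mL final, 20 min dark; AlphaScreen read.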
# POLI inh – inhibitors of human DNA polymerase iota | Q9UNA4 | Pol iota fluorescent replication assay, 10 min | Potency, µM (doses to about 115 µM), for inactives: top-dose activity, negative = inhibition, most hits filed as inhibitors | hit rate 1% among 390,000 | AID 588590
#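 Pol iota at 10 nM preincubated 15 min with compounds at room temperature; reaction started with fluorescent substrate, 50 nM final. Fluorescence read kinetically at 0 and 10 min; buffer-only wells as negative control.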
# Numbers without * were called inactive; i = inactive; ? = inconclusive; · = not tested or not shown; [ ] = another dose, or the depositor's remark. Unless noted, the call rests on the fitted dose curve; in most records, active means well fitted curve in the direction sought with a large enough effect; inconclusive means small, poorly fitted or top-dose-only effect, or another doubt; inactive means no such curve, though single readings can be large; an effect the other way counts as inactive or inconclusive. Potency means the concentration at half of the fitted maximal effect.
# Every second line gives: POLI inh	JMJD2A Tudor	Pin1 inh	Tb PGK inh	GLS inhibitor	BAZ2B block	HP1b binding inh	BLM inh	G9a inh
C=CCn1c(C)cc(/C([O-])=C(/C(=S)Nc2ccc(OC(F)F)cc2)[n+]2ccc(N(C)C)cc2)c1C
    164%[activator]	?	0%	i	-8%	45µM*	?	-8%	40µM*
CCOc1ccc(C(=O)Nc2ccccc2OCc2cc(=O)n3ccccc3n2)cc1
    -14%	-3%	-9%	7%	-7%	9%	7%[57 µM]	-8%	-7%[59 µM]
CCCc1[nH][nH]c(=O)c1C(c1ccccc1)C(C#N)C#N (stereo not given)
    16%	-27%	1%	-3%	27%	5%	30%	1%	?
Clc1ccc(-c2nnc3sc(Cc4cccs4)nn23)c(Cl)c1
    12%	-22%	-2%	-4%	2%	-32%	37%[activator]	-7%	40µM*
Cc1ccc(C(=O)N2c3ccccc3OCC2C)cc1 (stereo not given)
    25%	-4%	2%	-10%	-1%	5%	37%	-5%	15%
O=C(Nc1ccc(C(=O)N2CCCCC2)cc1)C1CCC1
    17%	5%	4%	0%	0%	·	48%[activator]	·	·
CCN(C(=O)C(C)Cl)c1ccccc1 (stereo not given)
    170%[activator]	-33%	3%	-3%	-4%	-2%	5%	1%	-21%
Cc1nc(N2CCN(S(=O)(=O)c3ccccc3)CC2)c2cc(-c3ccccc3)sc2n1
    -11%	-11%	19%	i	-10%	-4%	32%	-6%	?
O=C(CN(C(=O)c1csnn1)c1ccc(Cl)cc1)NCCc1ccccc1
    62%[activator]	-4%	10%	4%	-4%	-18%	54%[activator]	-5%	16%
CCCn1nc(C(=O)NNC(=O)CSC(C)C(=O)Nc2cc(C)on2)c2ccccc2c1=O (stereo not given)
    -3%	-2%	-1%	-3%	13%	-9%	32%	-1%	22µM*
COc1ccc(NC(=O)CN2C(=O)CCn3nc(-c4cccn4C)cc32)cc1
    49%[activator]	?	1%	-5%	-4%	?	-4%[57 µM]	2%	-36%[59 µM]
CCCOc1cccc(C(=O)N2CCCCC2CCN2CCCCC2)c1 (stereo not given)
    18%	-19%	-11%	-10%	7%	-10%	19%	5%	-4%[59 µM]
O=C(NCC(=O)N(c1ccccc1)C(C(=O)NC1CCCC1)c1ccncc1)c1cccs1 (stereo not given)
    -3%	-3%	-10%	-8%	-4%	-39%	36%[activator]	1%	?
Cc1c(CCC(=O)NCCCN2CCCC2=O)c(=O)oc2c(C)c(O)ccc12
    11%	-12%	-1%	-12%	19%	-3%	-4%	1%	56%[activator]
CC(=O)c1nn(-c2ccc(Br)cc2)cc1C(=O)c1ccco1
    -5%	-18%	-4%	-11%	-9%	-1%	30%	-1%	6%[59 µM]
Cc1ccc(S(=O)(=O)N(CC(=O)NN=C2CCN(C)CC2)c2ccc(F)cc2)cc1
    -10%	-7%	-2%	-4%	?	·	34%	-4%	3%
O=C(NCc1ccc(Cl)cc1)C1CCN(C(=O)c2cnn(-c3ccccc3)c2-n2cccc2)CC1
    7%	-24%	-12%	-1%	3%	-17%	28%	-2%	-3%[59 µM]
COCCCNC(=O)C[C@H]1C[C@H](C(=O)N2CCCCC2)[C@@]2(CCc3ccccc3)c3[nH]c4ccc(Cl)cc4c3CCN2C1=O
    36%[activator]	-19%	2%	-2%	-6%	·	35%	·	·
COC(=O)C1=C(C(=O)OC)[C@@H]2N(Cc3ccccc3)c3ccccc3[C@@]23C[C@@H](CO)N(C(=O)NC2CCCC2)C3=N1
    33%	-25%	0%	-11%	4%	?	13%	-6%	-11%[12.7 µM]
Cc1cccc(-n2ncc(C(=O)N3CCC(C)CC3)c2C2CCN(C(=O)OC(C)(C)C)CC2)c1
    -18%	-5%	0%	-1%	-6%	10%[57.1 µM]	27%	-1%	-24%[59 µM]
CC(C)(C)NC(=S)N/N=C/c1cc(Br)c(O)c(Br)c1
    ?	?	34%	-4%	20%	-35%	6%	-12%	-27%[59 µM]
COc1cc(NC(=O)c2nn(-c3ccc(C)cc3)c(=O)c3c2c2ccccc2n3C)cc(OC)c1OC
    1%	-17%	8%	·	-6%	·	3%	-5%	8%[59 µM]
COc1ccc(Cl)cc1NC(=O)Cn1nc(C(F)(F)F)c2c1CCC2
    0%	11%	-4%	-7%	-4%	7%	48%[activator]	-6%	12%[59 µM]
Nc1ccc(C(=O)NN2C(=O)[C@H](Cl)C2c2ccc(Cl)cc2)cc1 (stereo not given in full)
    -12%	3%	6%	-6%	-5%	·	27%	·	·
CC(=O)O[C@H]1CC[C@H]2[C@@H]3CCc4cc(O)ccc4[C@H]3CC[C@]12C
    5%	-14%	-13%	i	7%	-10%	28%	-3%	-6%[59 µM]
CC(=O)Nc1ccc(S(=O)(=O)NCCC(=O)OCC(=O)NNC(=O)c2ccccc2)cc1
    -9%	-17%	-1%	-8%	12%	-8%	32%	·	-24%
Cc1ccc(C2CC(=O)Nc3c2c(C)nn3-c2nc(C)cc(C)n2)c(C)c1 (stereo not given)
    47%[activator]	-8%	-1%	i	-2%	-23%	67%[activator]	2%	3%[59 µM]
CCN1CC(C)C(O)(c2ccccc2)CC1C (stereo not given)
    25%	-3%	-3%	-3%	1%	11%	18%	1%	28%[12.7 µM]
CC1(C)CC(O)C(C)(C)N1O (stereo not given)
    -13%	-27%[11.4 µM]	7%	-1%	1%	36%[activator]	41%[activator]	2%	35%[0.501 µM]
COC(/C=C/Nc1ccc(OC)cc1)=C(C#N)C#N
    48%[activator]	-7%	9%	-8%	0%	-6%	39%[activator]	0%	-1%[2.33 µM]

# Copied from the list:
# For Pin1 inh, `COC(/C=C/Nc1ccc(OC)cc1)=C(C#N)C#N` is listed with 9%
# For Tb PGK inh, `COCCCNC(=O)C[C@H]1C[C@H](C(=O)N2CCCCC2)[C@@]2(CCc3ccccc3)c3[nH]c4ccc(Cl)cc4c3CCN2C1=O` is listed with -2%
# For BAZ2B block, `Cc1ccc(C(=O)N2c3ccccc3OCC2C)cc1` (stereo not given) is listed with 5%
# For Tb PGK inh, `Cc1c(CCC(=O)NCCCN2CCCC2=O)c(=O)oc2c(C)c(O)ccc12` is listed with -12%

# Among those listed so far, 2 have bromine.
# Every second line gives: POLI inh	JMJD2A Tudor	Pin1 inh	Tb PGK inh	GLS inhibitor	BAZ2B block	HP1b binding inh	BLM inh	G9a inh
CC(=O)c1nn(-c2ccc(Br)cc2)cc1C(=O)c1ccco1
    -5%	-18%	-4%	-11%	-9%	-1%	30%	-1%	6%[59 µM]
CC(C)(C)NC(=S)N/N=C/c1cc(Br)c(O)c(Br)c1
    ?	?	34%	-4%	20%	-35%	6%	-12%	-27%[59 µM]

# Further entries.
# Every second line gives: POLI inh	JMJD2A Tudor	Pin1 inh	Tb PGK inh	GLS inhibitor	BAZ2B block	HP1b binding inh	BLM inh	G9a inh
Cc1csc2ncc(C(=O)Nc3ccon3)c(=O)n12
    3%	-7%	-10%	-6%	2%	-1%	31%	-1%	0%[59 µM]
O=C(CSCc1ccc(Cl)cc1)Nc1ccc(S(=O)(=O)N2CCCCCC2)cc1
    4%	-18%	16%	-6%	6%	7%	23%	-17%	-2%[59 µM]
COc1ccc(NC(C)=O)cc1NC(=O)CN1CCN(S(=O)(=O)c2ccc(C(C)C)cc2)CC1
    14%	-8%	15%	-5%	7%	8%	13%	-3%	-8%[0.0925 µM]
O=C1C2C3C=CC(CC3)C2C(=O)N1/N=C/c1c(O)ccc2ccccc12 (stereo not given)
    -6%	-7%	4%	8%	1%	-5%	19%	-9%	25µM*
CCC(C)NC(=O)Cn1nc(C(F)(F)F)c2c1CCCC2 (stereo not given)
    3%	0%	-2%	-6%	-12%	3%	10%	3%	-13%[59 µM]
Cc1cc(C)n(CC(O)COc2ccc(C(C)C)c(C)c2)n1 (stereo not given)
    131%[activator]	-23%	-1%	0%	3%	3%	0%	-14%	1%
CCCCN(C(=O)c1cc2c(s1)CCCCC2)c1c(N)n(CCC)c(=O)[nH]c1=O
    6%	-19%	0%	-9%	0%	3%	22%	·	-11%[12.7 µM]
COC(=O)c1ccc(-c2n[nH]c(=O)c3ccccc23)cc1
    15%	-13%	4%	2%	-8%	11%	37%	1%	8%[59 µM]
O=C(COC(=O)CCSc1ccc(Cl)cc1)NCCc1ccccc1
    0%	6%	0%	-2%	6%	34%	36%	-4%	9%
Cc1ccc(C)c(-n2c3nc(=O)[nH]c(=O)c-3cc3c(C)nn(-c4ccccc4)c32)c1
    24%	4%	1%	-11%	10%	·	41%[activator]	2%	4%[59 µM]
Cc1cc(C(=O)Nc2cc(Br)ccc2O)on1
    -2%	-6%	-8%	0%	1%	-8%	19%	-5%	-23%
CN(CCOC(=O)c1ccc2c(c1)OCO2)C(C)(C)C
    2%	-14%	3%	6%	4%	0%	50%[activator]	-8%	5%
CCNC(=O)C(CC(C)C)NC(=O)C(CO)NC(=O)C1CCC(=O)N1 (stereo not given)
    5%	-9%	-4%	4%	4%	-21%	49%[activator]	2%	-28%

# Two consecutive entries already listed, for reference:
# Every second line gives: POLI inh	JMJD2A Tudor	Pin1 inh	Tb PGK inh	GLS inhibitor	BAZ2B block	HP1b binding inh	BLM inh	G9a inh
Cc1csc2ncc(C(=O)Nc3ccon3)c(=O)n12
    3%	-7%	-10%	-6%	2%	-1%	31%	-1%	0%[59 µM]
O=C(CSCc1ccc(Cl)cc1)Nc1ccc(S(=O)(=O)N2CCCCCC2)cc1
    4%	-18%	16%	-6%	6%	7%	23%	-17%	-2%[59 µM]

# Some entries already given with just HP1b binding inh, JMJD2A Tudor and GLS inhibitor:
SMILES	HP1b binding inh	JMJD2A Tudor	GLS inhibitor
CCOc1ccc(C(=O)Nc2ccccc2OCc2cc(=O)n3ccccc3n2)cc1	7%[57 µM]	-3%	-7%
CCN(C(=O)C(C)Cl)c1ccccc1 (stereo not given)	5%	-33%	-4%
COCCCNC(=O)C[C@H]1C[C@H](C(=O)N2CCCCC2)[C@@]2(CCc3ccccc3)c3[nH]c4ccc(Cl)cc4c3CCN2C1=O	35%	-19%	-6%
O=C(COC(=O)CCSc1ccc(Cl)cc1)NCCc1ccccc1	36%	6%	6%

# Screening data deposited in PubChem BioAssay by National Center for Advancing Translational Sciences (NCATS).

# Not all compounds are listed; rates above refer to the full screens.
